CHX counter = counter-screen hit for Shiga toxin inhibitors, cycloheximide | 300,000 compounds, 12% hits | cell reporter, cycloheximide protein synthesis inhibition counterscreen | max response, % | AID 2314; in the data active = max response mostly above about 13%, no sharp cut-off; inactive = mostly below about 14%; note: read at 38.3 µM for the half of the compounds with a filed dose; 0% is about no effect
HCMV antiviral = inhibitors of human cytomegalovirus; HFF cells, HCMV-luciferase reporter, 72 h; stronger effect = lower value; activity change, negative = inhibition, % at 57.5 µM; 410,000 compounds, 4.5% hits; AID 1259415; in the data active = activity change below about -60%; inconclusive = no clear call, values can overlap the other calls; inactive = above about -39%; note: % is set by controls: 0 for no effect and ±100 for the full control effect
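Two compound doses tested in HFFs infected with HCMV-luciferase, MOI 1 PFU/cell, 72 h at 37C. Lysate luminescence read with OneGlo; data normalized against buffer-only and 10uM Salinomycin inhibitor controls.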
AmpC inh no detg = blocks E. coli AmpC beta-lactamase in detergent-free assay; P00811; AmpC nitrocefin hydrolysis, absorbance 480 nm, 0.0001% Triton; Potency, µM (highest dose often 57.1 µM), for the others: at the top dose activity change, negative = inhibition, actives largely listed as inhibitors; 330,000 compounds, 0.52% hits; AID 485341;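 note: potency is the fitted concentration of half-maximal effect; plate controls were no compound for no effect and no enzyme for full effect; nearly all actives have a fitted effect of over 20% in size; some results filed as inactive show a strong effect at the top dose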
Target sequence (P00811 whole entry, looked up): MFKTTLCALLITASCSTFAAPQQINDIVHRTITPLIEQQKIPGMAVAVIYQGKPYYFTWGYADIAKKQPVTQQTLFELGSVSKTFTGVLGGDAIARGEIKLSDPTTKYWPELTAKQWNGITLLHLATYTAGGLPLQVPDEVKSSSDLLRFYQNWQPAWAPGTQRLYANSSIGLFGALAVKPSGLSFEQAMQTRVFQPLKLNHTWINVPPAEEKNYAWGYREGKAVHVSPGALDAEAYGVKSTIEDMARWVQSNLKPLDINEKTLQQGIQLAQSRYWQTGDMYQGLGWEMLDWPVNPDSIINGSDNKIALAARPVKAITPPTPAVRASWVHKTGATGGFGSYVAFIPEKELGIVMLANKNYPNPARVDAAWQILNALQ
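20 mM phosphate pH 7.0 + 0.01% (detergent screen) or 0.0001% Triton X-100; 5.3 nM AmpC reagent; cpd preinc 15 min RT; nitrocefin (800 uM stock) to start; A480 q20 s × 4 min; Activity was normalised to no-enzyme and no-compound control wells.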
AMA1-RON2 inh = disrupts binding of P. falciparum AMA1 to RON2; AlphaScreen AMA1-biotinylated RON2 peptide binding; 360,000 compounds, 0.2% hits; AID 720542; Potency, µM (highest dose often 58.2 µM), for inactives: at the highest dose activity change, negative = inhibition, actives largely listed as inhibitors;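 note: potency is the fitted concentration of half-maximal effect; 0% = vehicle wells and -100% = peptide control; nearly all actives have a fitted effect of over 45% in size; some results filed as inactive show a strong effect at the top dose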
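AMA1 (3D7) with his tag at 25 nM final met compounds first, then biotinylated RON2 peptide at 25 nM; detection used donor plus acceptor beads, 10 µg/mL apiece, read by AlphaScreen after 30 min at room temperature.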
AmpC inh detg = inhibitors of E. coli AmpC beta-lactamase with detergent; AID 485294; AmpC hydrolysis of nitrocefin, absorbance 480 nm, 0.01% Triton; P00811; Potency, µM (series often up to 114 µM), inactives show at the highest dose activity change, negative = inhibition, usual class: inhibitors; 370,000 compounds, 0.041% hits;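 note: potency is the fitted concentration of half-maximal effect; 0% = no-compound wells and -100% = no-enzyme wells; nearly all actives have a fitted effect of over 25% in size; some results filed as inactive show a strong effect at the top dose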
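AmpC (5.3 nM in the dispensed reagent) in 20 mM phosphate pH 7.0 with 0.01% (detergent screen) or 0.0001% Triton X-100 was preincubated with compounds for 15 min at room temperature. Nitrocefin was then added from an 800 uM solution, and hydrolysis was followed at 480 nm.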
Giardia FBPA inh = blocks Giardia fructose-bisphosphate aldolase activity. A8B2U2. purified Giardia FBPA. Potency, µM (highest dose often 59.6 µM), without a hit: at the top dose activity, negative = inhibition, hits mostly inhibitors. 290,000 compounds, 0.71% hits. AID 2451; note: potency is the fitted concentration of half-maximal effect; % is set by controls: 0 for no effect and ±100 for the full control effect; nearly all actives have a fitted effect of over 55% in size
Target sequence (A8B2U2 whole entry, looked up): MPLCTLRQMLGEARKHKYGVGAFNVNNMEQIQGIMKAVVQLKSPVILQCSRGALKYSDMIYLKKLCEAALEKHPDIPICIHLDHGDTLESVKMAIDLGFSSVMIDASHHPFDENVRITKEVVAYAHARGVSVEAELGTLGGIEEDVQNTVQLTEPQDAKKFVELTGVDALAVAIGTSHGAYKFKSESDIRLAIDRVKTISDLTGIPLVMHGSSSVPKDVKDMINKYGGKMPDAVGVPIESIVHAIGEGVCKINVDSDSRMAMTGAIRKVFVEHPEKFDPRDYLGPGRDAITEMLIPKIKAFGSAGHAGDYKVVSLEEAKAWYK
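Giardia FBPA (40 nM reagent) was preincubated 10 min at RT with compound (up to 57.5 uM final), then substrate plus GAPDH/TPI/NAD/arsenate coupling system with diaphorase/resazurin was added; resorufin fluorescence (525/598 nm) was read after 20 min.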
Shiga inhibitor = inhibitors of Shiga toxin in Vero cells. AID 2315. 290,000 compounds, 9.2% hits. inhibition, % at 38.7 µM. Vero cells, Shiga toxin protein synthesis inhibition reporter; in the data active = inhibition mostly above about 28%, no sharp cut-off; inactive = mostly below about 43%; note: 0% is about no effect
Active calls of the source: *; u = inconclusive; x = no result given; & = joins results of further samples; [ ] = another dose, or the depositor's remark. Unless noted, calls come from the whole dose curve; as a rule, active = well fitted curve in the direction sought with a large enough effect; inconclusive = small, poorly fitted or top-dose-only effect, or another doubt; inactive = no such curve, though single readings can be large; an effect the other way counts as inactive or inconclusive.

SMILES	CHX counter	HCMV antiviral	AmpC inh no detg	AMA1-RON2 inh	AmpC inh detg	Giardia FBPA inh	Shiga inhibitor
CCCCOP(=O)(OCCCC)C(Nc1ccc(C(=O)OCC)cc1)c1ccncc1 (stereo not given)	1	0	177%[activator]	2%	7%	-7%	-3
CC(C)CNC(=O)c1cccc(NC(=O)CSc2ccc(Cl)cc2)c1	1	-29	-21%	-5%	-9%	6%	-13
COc1cnc(-c2ccccn2)nc1N(C)C	-1	-99*	-18%	-94%	u	u	11
CCCCc1noc2c1/C(=N\O)CC(c1ccccc1)C2 (stereo not given)	22*	9	-26%	11%	-8%	9%	18
Clc1cccc2c1CCN(Cc1nc(-c3cnccn3)no1)C2	-1	30	28%	5%	3%	-2%	1
C=CCN(C(=O)CSc1nc2c(sc3ccccc32)c(=O)n1CCN(CC)CC)c1ccccc1	-8	-67*	171%[activator]	u	-3%	-5%	-25
O=C(CC1(O)C(=O)N(Cc2ccccc2)c2ccccc21)c1ccncc1 (stereo not given)	-5	u	-11%	-13%	-4%	1%	-25
CN(C)S(=O)(=O)c1ccc2c(c1)nc(CCC(=O)NCCc1ccc(Cl)cc1)n2C	-2	-27	71%[activator]	1%	1%	11%	9
O=C(CNC(=O)c1cccc(F)c1)N/N=C/c1cccs1	6	-62*	-16%	-1%	0%	-1%	27
O=c1c2c([nH]c3ccccc13)CCCC2	14	-10	-9%	6%	-11%	-5%	-3
O=C1c2cccc(OCc3ccc(F)cc3)c2CCN1Cc1ccccc1	3	-11	-24%	13%	-1%	3%	3
O=C1CC2(CCN(C(=O)c3cccc(Cl)c3)CC2)Oc2ccccc21	x	-99*	24%	6%	1%	x	x
O=C(O)C1CC=CCC1C(=O)Nc1ccc(S(=O)(=O)N2CCCc3ccccc32)cc1 (stereo not given)	-1	-76*	-34%	-19%	0%	29%	-3
O=C(Nc1ccc(Cl)c(Cl)c1)c1ccncc1	31*	89	-11%	-12%	-18%	1%	101*
Cc1cc(C)nc(S/C=C/C(=O)c2ccccc2F)n1	54*	-28	-19%	21%	1%	3%	119*
COc1ccc(CCNS(=O)(=O)c2ccccc2[N+](=O)[O-])cc1OC	3	-9	-3%	4%	u	9%	-6
N#Cc1c(NC(=O)CSc2nnnn2C2CCCC2)sc2c1CCCC2	1	-16	-9%	20%	4%	-3%	-5
C=CCn1c(C)nnc1SCC(=O)N1CCN(S(=O)(=O)c2ccccc2)CC1	-1	-15	-1%	9%	3%	1%	11
COc1ccc(-c2cc(C(F)(F)F)n3ncc(C(=O)N(C)Cc4ccccc4)c3n2)cc1	17	-26	65%[activator]	22%	4%	-7%	16
COc1ccc(CCNC(=O)CCS(=O)(=O)c2ccc3c(c2)oc(=O)n3C)cc1OC	-2	u	-5%	13%	1%&0%	x	-5
CC(C)(C)NC(=O)CN(CCc1ccccc1)C(=O)c1csnn1	-2	1	4%	-12%	-2%	4%	21
CC(=O)Nc1ccc(SCC(=O)c2cc(C)n(CC(F)(F)F)c2C)cc1	35*	45	12%	-1%	4%	1%	71*
O=C(CSc1ccc2nnc(-c3ccccc3)n2n1)NCc1ccco1	-3	41	u	0%	4%	1%	-3
O=C(Nc1ccccn1)c1cc(-n2cnnc2)ccc1Cl	-3	u	-7%	3%	-17%	1%	-8
Cc1ccc(NC(=O)CN(C)C(=O)COc2cc(F)ccc2[N+](=O)[O-])cc1	2	13	-7%	9%	2%	0%	24
CNC(=O)c1ccsc1NC(=O)c1ccc2c(c1)CCCC2	23*	25	u	2%	-9%	-11%	35
O=C(O)c1ccc(Cn2ccc3ccccc32)o1	0	23	-37%	34%[activator]	-18%	8%	-7
CCCNC(=O)N1CCN(S(C)(=O)=O)CC1	2	-16	-18%	6%	-1%	2%	1
O=C(CCN1C(=O)/C(=C\c2cccc(Br)c2)SC1=S)NCCCN1CCOCC1	-3	u	104%[activator]	-20%	0%	4%	1
O=C1Nc2ccccc2N2CCCC12 (stereo not given)	-2	x	-40%	x	8%	-10%	-20
CCN(CC)c1ccc(/C=N/NC(=O)c2ccco2)c(O)c1	38*	-103*	-41%	100%[activator]	-10%	14%	76*
COc1ccc(C(=O)O)cc1S(=O)(=O)NC1CCN(Cc2ccccc2)CC1	x	u	-9%	-4%	x	x	x
CCc1ccc(C(=O)NC(CCSC)C(=O)O)cc1 (stereo not given)	-2	3	-15%	3%	3%	5%	-12
O=C(O)c1ccc(/C=N/NC(=O)c2cc3ccccc3cc2O)cc1	x	0	-34%	-5%[11.6 µM]	x	x	x
O=C(N/N=C/c1cc(Br)c(O)c(Br)c1)c1cccc(C(F)(F)F)c1	-9	26	-36%	13%	-12%	1%	-7
COc1ccc(-c2ocnc2C(=O)N2CCN(Cc3cccnc3)CC2)cc1	-3	18	-16%	-1%	0%	-1%	-7
CSc1nc(N)nc(SCCS(=O)(=O)c2ccc(Cl)cc2)c1C#N	4	-32	-22%	-6%	-11%	-8%	1
Cc1ccc(NC(=O)CCNC(=O)Cn2ccc3ccccc3c2=O)cc1F	-2	-13	-5%	0%	u	3%	18
CC(=O)NC(NC(=S)Nc1ccc(C)cc1C)C(Cl)(Cl)Cl (stereo not given)	-1	5	-27%	2%	-4%	4%	15
COc1cccc(CC(=O)Nc2cc(S(=O)(=O)N3CCOCC3)ccc2N2CCOCC2)c1	-2	-38	44%	11%	-3%	0%	-5
O=C(Nc1ccccc1C(=O)Nc1ccc(Cl)cc1)c1cccnc1	-6	-24	-16%	-10%	1%	-4%	-8
CCCCN1C(=O)C(=O)N(CC(=O)N2N=C3/C(=C/c4ccco4)CCCC3C2c2ccco2)C1=O (stereo not given)	20*	-9	-14%	-19%	5%	0%	49*
CCCCOc1ccc(/C=N/NC(=O)c2nnn(-c3nonc3N)c2C)cc1	-3	u	-18%	-3%	9%	x	13
CCOc1ccccc1C(=O)Nc1nnc(Cc2ccc(OC)c(OC)c2)s1	-2	-22	135%[activator]	9%	u	-1%	x
CN1CCN(C(=O)C2CCN(c3ncnc4c3nc3n4CCCCC3)CC2)CC1	-3	-32	-4%	14%	u	-5%	-3
COc1ccc(CN2C(=O)c3cccnc3C2=O)cc1S(=O)(=O)NCc1ccc(C)o1	5	-14	-4%	11%	5%	-5%	15
CC(=O)c1c(C)[nH]c(C(=O)CN2C(=O)NC3(CCCCC3)C2=O)c1C	x	100	-19%	-10%	0%	x	x
Cc1cc(OCC(O)CN(C)C(=O)C(C)Oc2ccccc2)ccc1Cl (stereo not given)	-2	-4	96%[activator]	-2%	u	12%	-7
N#Cc1cn(CC(=O)N2CCCc3ccccc32)c2ccccc12	-2	54	-33%	4%	-7%	2%	-5
Cc1ccc(C(=O)NNC(=O)c2ccccc2OCc2c(C)noc2C)cc1	x	2	-10%	60%[activator]	-20%	x	x
CCNc1nc(OC)nc(Oc2ccc(C(=O)OC)cc2)n1	7	43	-2%	-22%	-4%	1%	53
CC(C)CCNC(=O)C12CN(Cc3ccccc3)CC1C(c1cccc([N+](=O)[O-])c1)=NO2 (stereo not given)	2	34	4%	-25%	-8%	3%	4
COCCN(C(=O)c1cccc(OC)c1)c1nnc(-c2ccncc2)s1	-6	-5	-4%	8%	u	2%	-7
Cc1ccc(S(=O)(=O)N2CCN(Cc3ccccc3)CC2)c(C)c1N(C)S(=O)(=O)c1ccccc1	6	-81*	0%	-6%	2%	1%	-2
O=c1[nH]c2c(s1)C(c1ccco1)C1C3CCC(C3)C1S2 (stereo not given)	-2	-7	-31%	-12%	-7%	u	-11
COC(=O)C1=C(c2ccc(OCc3ccccc3)cc2)C[C@@H]2CC[C@H]1N2C(=O)NCc1ccc(OC)c(OC)c1	x	-61*	128%[activator]	14%	-6%	x	x
O=C(NC(c1ccccc1)C(Cl)(Cl)Cl)c1ccccc1 (stereo not given)	-2	-26	-22%	1%	-6%	-2%	5
Cc1sc2ncn(CC(=O)N3CCOCC3)c(=O)c2c1-c1ccccc1	1	-14	-13%[11.4 µM]	-12%	u	3%	28
CSc1nc(Cl)cc(=O)[nH]1	1	-39	-15%	7%	1%	-3%	-17
Cc1nc2c(ncn2-c2ccccc2)c(=O)n1NC(=O)CN1CCOCC1	-4	6	-6%	29%	3%	0%	-10

Structures shown so far containing a nitro group on carbon, in the order listed:
SMILES	CHX counter	HCMV antiviral	AmpC inh no detg	AMA1-RON2 inh	AmpC inh detg	Giardia FBPA inh	Shiga inhibitor
COc1ccc(CCNS(=O)(=O)c2ccccc2[N+](=O)[O-])cc1OC	3	-9	-3%	4%	u	9%	-6
Cc1ccc(NC(=O)CN(C)C(=O)COc2cc(F)ccc2[N+](=O)[O-])cc1	2	13	-7%	9%	2%	0%	24
CC(C)CCNC(=O)C12CN(Cc3ccccc3)CC1C(c1cccc([N+](=O)[O-])c1)=NO2 (stereo not given)	2	34	4%	-25%	-8%	3%	4

The list continues:
SMILES	CHX counter	HCMV antiviral	AmpC inh no detg	AMA1-RON2 inh	AmpC inh detg	Giardia FBPA inh	Shiga inhibitor
COC(=O)c1c[nH]n2c(=O)c(Cl)c(C)nc12	3	127	-4%	-4%	-12%	-29%	23
COc1ccc(/C=C/C(=O)c2nc3ccccc3n2CC(=O)c2ccc(OC)cc2)cc1	-4	19	-17%	18%	-10%	-4%	-22
CO/N=C/c1ccc(Oc2ccc(C)cc2)nc1	27*	76	-7%	56%[activator]	-12%	0%	45*
CCOC(=O)c1ccc(NC(=O)Cn2ncc(Cl)c(Cl)c2=O)cc1	-8	-100*	-59%	-24%	-2%	-1%	-18
CCOC(=O)Cc1cc(=O)c2c(=O)n(-c3ccccc3)[nH]c2[nH]1	-3	22	-37%	0%	-12%	10%	-13
Cc1ccc(S(=O)(=O)N2CCCC2C(=O)NCc2ccncc2)cc1 (stereo not given)	-3	-10	-13%	0%	1%	x	-17
CCC12CN3CC(CC)(CN(C1)C3c1cccnc1)C2=O (stereo not given)	-3	-22	-8%	10%	0%	0%	-19
CC(C)C(=O)Nc1c(-c2ccc(Cl)cc2)c(=O)c2ccccc2n1C	-2	7	-3%	6%	-7%	-1%	2
COc1ccc(C(CNC(=O)c2ccco2)N2CCCCC2)cc1 (stereo not given)	11	21	-28%	11%	0%	3%	13
CC(C)(C)c1cc(/C=N/O)cc(C(C)(C)C)c1O	-5	-37	-32%	2%	4%	-3%	-11

Single records, as listed above. Values in the order: CHX counter | HCMV antiviral | AmpC inh no detg | AMA1-RON2 inh | AmpC inh detg | Giardia FBPA inh | Shiga inhibitor
`COC(=O)c1c[nH]n2c(=O)c(Cl)c(C)nc12` across the screens: 3 | 127 | -4% | -4% | -12% | -29% | 23
`Cc1nc2c(ncn2-c2ccccc2)c(=O)n1NC(=O)CN1CCOCC1` across the screens: -4 | 6 | -6% | 29% | 3% | 0% | -10
